MITF inh – inhibitors of human MITF | O75030 | AlphaScreen MITF homodimerization, bead proximity signal | hit rate 0.91% among 650,000 | inhibition, % at 2.6 µM; in the data active means inhibition above about 50%;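 further: 0% = vehicle wells with protein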
Target sequence (O75030 whole entry, looked up): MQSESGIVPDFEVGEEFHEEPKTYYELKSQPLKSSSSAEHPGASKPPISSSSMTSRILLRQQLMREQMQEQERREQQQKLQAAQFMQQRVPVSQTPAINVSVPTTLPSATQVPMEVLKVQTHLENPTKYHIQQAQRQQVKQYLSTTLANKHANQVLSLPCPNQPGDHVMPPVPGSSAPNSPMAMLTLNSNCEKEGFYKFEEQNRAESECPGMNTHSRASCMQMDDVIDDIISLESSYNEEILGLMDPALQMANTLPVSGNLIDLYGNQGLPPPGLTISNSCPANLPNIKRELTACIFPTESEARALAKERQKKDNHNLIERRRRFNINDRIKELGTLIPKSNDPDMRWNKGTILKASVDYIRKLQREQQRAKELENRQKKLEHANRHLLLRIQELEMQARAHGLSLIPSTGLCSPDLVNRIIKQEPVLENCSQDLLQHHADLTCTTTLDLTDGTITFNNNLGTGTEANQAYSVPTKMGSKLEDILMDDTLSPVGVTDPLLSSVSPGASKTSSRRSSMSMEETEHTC
GPR151 activ – activators of human GPR151. Q8TDV0. PathHunter beta-arrestin GPR151 cells, luminescence. activation, % at 11.2 µM. hit rate 1% among 650,000; in the data active means activation above about 4.9%;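 further: 0% = median of compound wells and 100% = cells with positive control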
Target sequence (Q8TDV0 whole entry, looked up): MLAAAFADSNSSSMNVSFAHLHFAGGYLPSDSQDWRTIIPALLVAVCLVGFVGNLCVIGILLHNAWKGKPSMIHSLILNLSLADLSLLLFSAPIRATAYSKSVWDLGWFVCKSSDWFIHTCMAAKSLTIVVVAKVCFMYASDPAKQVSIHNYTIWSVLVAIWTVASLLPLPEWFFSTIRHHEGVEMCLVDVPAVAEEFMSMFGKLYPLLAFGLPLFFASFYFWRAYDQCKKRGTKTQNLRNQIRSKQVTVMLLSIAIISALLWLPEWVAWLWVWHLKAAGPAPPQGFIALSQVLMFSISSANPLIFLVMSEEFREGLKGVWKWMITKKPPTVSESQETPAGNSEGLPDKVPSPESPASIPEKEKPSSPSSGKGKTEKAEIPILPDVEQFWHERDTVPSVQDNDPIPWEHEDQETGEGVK
FBW7 act – human FBW7 E3 ligase activation, primary screen; AlphaScreen FBW7–phospho-cyclin E peptide binding, activator screen; normalized activity (activation), % at 26.1 µM; hit rate 0.13% among 650,000; Q969H0; AID 1259310; in the data active means normalized activity above about 1.9%;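 further: purified mutant Fbw7 with reduced substrate affinity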
TEAD-YAP inh – TEAD-YAP interaction inhibition. HEK-TIYL cells, TEAD-Gal4/YAP UAS-luciferase luminescence. inhibition, % at 9.12 µM. hit rate 1.4% among 640,000. AID 1259422; in the data active means inhibition above about 32%;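 further: 0% = median of test compound wells and 100% = reference inhibitor wells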
Active calls of the source: *.

SMILES	MITF inh	GPR151 activ	FBW7 act	TEAD-YAP inh
CN(C)CC(C)(O)c1ccc2c(c1)CN(Cc1cccs1)CCO2 (stereo unspecified)	10	-0.3	0.1	-4
Cc1ncc([N+](=O)[O-])n1S(=O)(=O)c1ccc(F)cc1	11	-2.5	0.4	10
CCCCc1cc(=O)oc2cc(OS(C)(=O)=O)ccc12	8	1.1	-0.1	7
CCN(CC)C(=O)CSc1nnc(COc2cccc(C)c2)n1C	5	0.5	0.5	11
COc1ccccc1N1CCN(C(=O)c2nn3c(c2Cl)NC(c2ccc(Br)cc2)CC3C(F)(F)F)CC1 (stereo unspecified)	3	0.7	0.2	-6
COc1ccc(C2=NC(c3ccc(Cl)cc3)NC(c3cccc(OC)c3O)C2)cc1 (stereo unspecified)	8	1.6	-0.1	-52
Cc1nnsc1C(=O)Nc1ccc(Br)cc1	2	-2.8	-0.2	-14
CC(=O)N(Cc1nc2sc(C)c(C)c2c(=O)[nH]1)C1CCCC1	5	-0.2	0.1	-1
O=C(C1CC(c2cccc(Br)c2)=NO1)N1CCCCC1 (stereo unspecified)	-2	0.9	-0.2	-65
Cc1cc(C)cc(C(=O)NC(=S)c2c(C)nc3sccn23)c1	4	0.0	0.0	-3
O=S(=O)(NCCCN1CCN(c2ccccc2)CC1)c1ccccc1F	5	1.9	0.1	8
Cc1c(C(=O)N(C)Cc2ccccc2)sc2ncn(Cc3cccc(F)c3)c(=O)c12	4	-0.7	-0.1	10
O=C(c1cc(Cl)ccc1[N+](=O)[O-])N1CCN(Cc2ccc3c(c2)OCO3)CC1	12	0.5	0.1	1
CC(=O)c1c(O)c2ccccc2n(C(C)C)c1=O	4	0.3	0.2	1
O=C(Cn1c(C(=O)OCCO)cc2ccccc21)c1ccccc1	10	-0.5	0.1	4
O=C(NNC(=O)C1CC1(c1ccccc1)c1ccccc1)c1ccccc1[N+](=O)[O-] (stereo unspecified)	8	0.0	-0.3	5
CN1C(=O)/C(=C\c2ccccc2C(F)(F)F)SC1=S	-3	1.0	-0.2	5
Cn1cc(Br)c(C(=O)n2cc(Br)cn2)n1	6	-0.4	0.0	1
CCOC(=O)c1nn(-c2ccc(F)cc2)c(=O)c2c(NC(=O)CC)scc12	0	0.2	-0.4	-10
CN1CCN(Cc2nc3c(c(=O)n(C)c(=O)n3C)n2Cc2ccc(F)cc2)CC1	8	-0.6	0.3	-8
CCC(C)(C(=O)NC1CCCCC1)N(CC1CCCO1)C(=O)c1ccc(=O)[nH]c1 (stereo unspecified)	79*	-0.5	0.4	4
CCCCOc1ccc(NC(=O)CSc2nnnn2-c2ccccc2)cc1	12	0.5	0.2	1
Cc1nonc1NC(=O)CSc1nc2ccccc2cc1C#N	-3	-0.3	0.1	1
Cc1ccc(CSCCNC(=O)c2ccc(C3SCC(=O)N3Cc3ccccc3)cc2)cc1 (stereo unspecified)	-7	0.1	-0.1	-10
O=C(c1ccc(Cl)cc1)N(Cc1ccc(Cl)cc1)N1C(=O)CCCC1=O	-24	1.3	0.1	-19
CN(C)c1cccc(C(=O)N2CCOCC2)c1	15	-0.2	0.1	4
Cc1ccc(C(C)C)c(OCC2=NC(C)(C)Cc3c2ccc2ccccc32)c1	-6	-0.2	-0.2	-1
O=[N+]([O-])c1ccc(/C=N/NC(=S)NNc2ccccc2)s1	8	0.9	-0.1	10
O=S(=O)(Nc1ccc(I)cc1)c1ccc2nsnc2c1	16	2.4	-0.1	11
CCOc1ccc(CN2CCC3(CC2)NC(=O)c2ccccc2O3)cc1OC	10	-0.2	0.1	-3
Cc1ccc(C(C)C)c(OCC(=O)N/N=C2\CCCC(=O)C2)c1	4	2.0	0.1	2
CCOc1cc(/C=C2/C(=N)N3OC(C)=CC3=NC2=O)ccc1OCc1ccc([N+](=O)[O-])cc1	21	-0.6	0.2	4
Cc1ccccc1-n1ncc(C(C)NC(=O)c2cccc(N3CCOCC3)c2)c1C (stereo unspecified)	4	0.2	-0.1	-4
C=C1CC2C(CCC3(C)C2CCC3(O)C(C)=O)C2(C)CCC(=O)C=C12 (stereo unspecified)	11	-0.8	0.1	17
COc1cc(C=O)ccc1OCCOc1ccccc1OC(C)C	-7	-1.3	-0.1	19
COCc1ccc(C(=O)N[C@@H](Cn2nc(-c3ccc(F)c(F)c3)ccc2=O)C(C)C)o1	18	0.2	0.0	0
Cc1ncc(CO)c2cc(C(=O)Nc3ccccc3F)c(=O)oc12	0	0.4	0.0	10
CNS(=O)(=O)c1cc(C(=O)OCc2cc(=O)oc3cc(OC)ccc23)ccc1Cl	-5	-2.2	0.0	-6
CCOC(=O)/C(=N\Nc1cccc(C(F)(F)F)c1)NC(C)=O	7	0.2	-0.1	3
COc1cccc(CN[C@H]2C[C@H]3C(=O)N[C@@H]([C@@H](C)O)C(=O)N3C2)c1	-2	1.0	0.0	-7
COc1ccc2cc3c(N)c(C(=O)N4CCN(c5ccc(F)cc5)CC4)sc3nc2c1	-3	-0.3	0.4	-15
Cc1ccc(-c2nc3ncccc3o2)cc1NC(=O)Cc1ccccc1	-6	-0.4	0.1	-13
Oc1cccc(-c2nc3ccccc3[nH]2)c1	-2	-6.4	-0.1	47*
Cc1cc(C)c(C#N)c(SCC(=O)N2c3ccccc3Sc3ccccc32)n1	14	-0.9	0.5	8
Cc1cc(I)ccc1NC(=O)COC(=O)CC1CC2CCC1C2 (stereo unspecified)	18	1.5	0.1	7
COc1ccc(C2=CC(c3ccc(N(C)C)cc3)n3nnnc3N2)cc1 (stereo unspecified)	7	-0.6	-0.1	-8
O=C1CSc2cc(S(=O)(=O)N(CCO)Cc3ccccc3)ccc2N1	5	-0.6	-0.1	10
COc1ccccc1C1c2[nH]c3ccccc3c2CCN1Cc1ncc(C)[nH]1 (stereo unspecified)	17	-1.5	0.2	10
Cc1ccc(-n2cc(-c3ccccc3)c3c(NCc4cccnc4)ncnc32)cc1	-6	-0.7	-0.2	-21
CCSc1nnc(NC(=O)/C=C/c2cccc(Cl)c2)s1	11	-0.8	0.1	-6
The list goes on.
SMILES	MITF inh	GPR151 activ	FBW7 act	TEAD-YAP inh
CCOc1cccc(C(=O)Nc2nnc(-c3ccco3)s2)c1	9	-2.5	0.2	27
O=C(NCc1cccnc1)c1ncoc1-c1ccccc1C(F)(F)F	8	0.5	-0.1	-8
O=C(N/N=C/c1c(O)ccc2ccccc12)c1ccc(S(=O)(=O)N2CCCCC2)cc1	7	1.4	0.0	6
CCc1sc(N2N=C(c3ccccc3)CC2c2ccccc2)nc1-c1ccc(OC(=O)c2ccccc2)cc1 (stereo unspecified)	-5	-0.5	0.1	-3
CC1(C)C(=O)N(CC(O)CN2CCCCC2)C(=O)N1CN1C(=O)N(CC(O)CN2CCCCC2)C(=O)C1(C)C (stereo unspecified)	-2	0.4	0.1	3
Cc1ccc(Nc2nc3nonc3n3c(CC(N)=O)nnc23)cc1	6	0.0	-0.1	13
Cc1ccccc1NC(=O)c1cc(S(=O)(=O)Nc2ccccc2)ccc1Cl	3	0.9	0.1	8
CCOC(=O)NC(=O)Cn1c(=O)c2c(ncn2C2CCCC2)n(Cc2ccccc2)c1=O	-8	-0.2	-0.2	-10
COc1cc(S(=O)(=O)NC(C)C)ccc1Cl	8	-0.4	0.3	4
O=C(Nc1ccc2ccccc2c1)c1cc2ccccc2o1	2	0.8	0.2	-47
CCOC(=O)C1(CCOC)CCN(Cc2cc3ccccc3[nH]2)CC1	11	-0.8	0.3	4
Cc1nc(NN)c2cc(-c3ccccc3)sc2n1	4	-3.4	0.2	-6
O=C1CCCN1CCCNc1nc(Nc2ncccn2)nc2nc[nH]c12	7	2.8	0.1	7
CCOc1ncccc1C(=O)Nc1ccc(S(=O)(=O)Nc2nccs2)cc1	-3	-1.5	-0.1	-14
O=C(NN1C(=O)/C(=C/c2cccs2)SC1=S)c1ccc(O)cc1	9	0.3	0.7	-2
CN1CCN(S(=O)(=O)c2ccc(C(C)(C)C)cc2)CC1	4	0.1	0.0	14
Cc1ccc(S(=O)(=O)NCCCNC(=O)N2CCOCC2)cc1	0	-1.0	0.5	-2
CC1CN(C(=O)C(Cl)Cl)C(C)CN1C(=O)C(Cl)Cl (stereo unspecified)	2	1.2	-0.3	13
COC(=O)c1ccc(Sc2cc[n+]([O-])cc2)cc1	-5	-1.0	-0.1	4
CN(CCOC(=O)Cn1cnc2ccccc2c1=O)C1=NS(=O)(=O)c2ccccc21	2	0.7	0.0	-5
CC1CCc2c(sc3nc(C4CC4)nc(N4CCN(C(=O)C5CC5)CC4)c23)C1 (stereo unspecified)	-2	-0.3	0.0	0
COc1ccccc1/C=C/C=N/NC(=O)c1ccccn1	12	-2.3	0.3	-30
COCCCNC(=O)CC(=O)N/N=C\c1ccccc1C(=O)O	24	-1.5	0.9	-3
CCn1cc(C(=O)N2CCC3(CC2)NC(=O)c2cccnc2N3C)cn1	-10	-0.1	0.1	-4
O=C1NC(=S)S/C1=C/c1ccc([N+](=O)[O-])o1	74*	-0.5	-0.7	15
CCOC(=O)CNC(=O)c1cc(-c2ccccn2)nc2c(C)c(Cl)ccc12	-10	-1.9	0.0	0
CCOc1ccc(NC2=CC(c3ccc(C(C)(C)C)cc3)N(c3ccc(OCC)cc3)C2=O)cc1 (stereo unspecified)	-5	-1.2	0.1	-13
CN(C)/C=C(\C=O)c1ccc(Cl)cc1Cl	-2	-0.3	0.3	10
O=C(COC(=O)c1ccc[n+]([O-])c1)Nc1cccc(I)c1	4	1.4	0.0	-4
CCOc1ccc(NC(=O)CSc2nc3ccsc3c(=O)n2-c2ccc(F)cc2)cc1	11	0.7	0.0	26
Cc1ccc(-c2nnc(CC(=O)NCCc3ccccc3)o2)cc1	11	-0.8	0.1	3
COc1cccc(NC(=O)CN2Cc3ccccc3C2=O)c1	-5	-0.6	-0.1	-6
CCOc1ccccc1NC(=O)C1CCN(c2c(CC)c(C)nc3ncnn23)CC1	3	-0.6	0.0	10
CCOc1ccccc1-n1c(C)nc2cc(C(=O)O)ccc21	6	-0.8	0.1	5
O=C(C1CCCC1)N1CCN(S(=O)(=O)c2cccs2)CC1	10	0.4	-0.1	-7
COc1ccc(C2C(C#N)=C(N)Oc3c2sc2ccccc32)c(OC)c1 (stereo unspecified)	-3	-0.8	-0.1	64*
COc1ccc(-n2nc3ccc(NC(=O)c4oc5ccccc5c4C)cc3n2)cc1	-7	1.4	0.0	-4
COc1ccc(C(=O)Nc2cc(C(=O)Nc3cccc(C)n3)ccc2N2CC3CC(C2)c2cccc(=O)n2C3)cc1 (stereo unspecified)	-6	0.9	0.2	-9
Cc1c(N=Cc2ccc3c(c2)OCO3)c(=O)n(-c2ccccc2)n1C	14	0.1	0.7	2
Cc1cc(C)nc(SCC(=O)c2ccccc2Cl)n1	4	-0.3	0.0	-5
O=C(CSc1nc2ccc([N+](=O)[O-])cc2s1)c1ccccc1	10	-1.1	0.0	-9
CC1=CC(=C(C#N)C#N)C=C(C)N1c1ccc(I)cc1	0	-1.8	0.6	12
COC(=O)c1ccc(COC(=O)c2cccnc2N)o1	5	1.2	0.1	1
CCC(C)NC(=O)c1sc2ncn(CC(=O)N(CC)CC)c(=O)c2c1C (stereo unspecified)	10	-0.1	0.1	1
CCNC(=O)Oc1ccc(C23CC4(C)CC(C)(CC(C)(C4)C2)C3)cc1	-3	0.1	0.2	-3
CC(C)n1cnc2c(N)nc(NCc3ccc4c(c3)OCO4)nc21	6	-0.4	0.0	-11
O=C(CCCN1C(=O)c2cccnc2C1=O)Nc1ccc(F)cc1Cl	7	3.4	0.0	0
NNC(=O)COc1ccc(Cl)cc1	-9	0.6	-0.1	5
COc1ccc(N2CCN(C(=O)CCC(=O)N3CCOc4ccc(C)cc43)CC2)cc1	-6	0.5	0.0	5
CN1CCN(CCC(=O)Nc2ccccc2C(F)(F)F)CC1	15	1.0	-0.1	0
CCc1n[nH]c(=S)c2cc3oc(C)cc3n12	-11	0.0	-0.1	-2
Cc1ccc(NC(=O)CN2C(=O)C3CCCN3C(=O)c3ccccc32)cc1Br (stereo unspecified)	2	0.2	0.0	7

From PubChem BioAssay
